# MEKK3 PB1 HTS: modulators of MEKK3-MEK5 PB1 binding, primary screen, biochemical, wildtype MEKK3, multiplex bead flow cytometry, Alexa488-MEK5 | bead-based flow cytometry, Alexa488-MEK5 binding to MEKK3; actives lie on both sides; 0 = blocked by unlabeled MEK5, 100 = vehicle | Mitogen-activated protein kinase kinase kinase 3 (Homo sapiens), Q99759 | binding response (% of control), % at 10 µM | actives 1.4% (n = 290,000);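 active = binding response more than 3 SD above or below the average of its plate-row segment, actives on both sides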;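 note: Alexa488 bead fluorescence after subtracting the streptavidin-only scavenger bead signal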
# GalR3 antag: GalR3 antagonists in HEK293 cells, primary screen, cell-based, fluorescence readout; Galanin receptor type 3 (Homo sapiens), O60755; actives 0.44% (n = 360,000); AID 651719, 2012; HEK293 GalR3-CNG cAMP membrane potential fluorescence; galR3 body fused to GalR1 C-terminus; inhibition, % at 3 µM;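 active = inhibition above the screen-wide average plus 3 SD, cut at about 13% in these data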;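 note: forskolin and galanin both at EC90 stimulate the cells; cAMP rise reported by CNG channel membrane potential dye signal; 0% = forskolin plus galanin with DMSO and 100% = forskolin alone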
# IDE cell inh: human IDE inhibitors in live cells, primary screen, fluorescence polarization, HEK cells, FAbetaB substrate | actives 0.41% (n = 320,000) | inhibition, % at 5.59 µM | FAbetaB cleavage;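 active = percent inhibition above the average of all tested compounds plus 3 SD, set per screening campaign, cut at about 16% in these data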;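 note: IDE supplied by intact live HEK cells; FP after avidin binding of uncleaved biotin substrate so inhibition keeps polarization high; 0% = DMSO wells and 100% = 60 µM reference IDE inhibitor Ii1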
# IDE cell activ: human IDE activators in live cells, primary screen, fluorescence polarization, HEK cells, FAbeta-B substrate; Insulin-degrading enzyme (Homo sapiens), P14735; FAbeta-B cleavage; 0% vehicle, 100% cell-free pure enzyme wells; activation, % at 5.96 µM; actives 0.073% (n = 340,000); AID 493087, 2011;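 active = activation above the mean of all tested compounds plus 3 SD, set per screening campaign, cut at about 17% in these data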
# CRFR2-BP ag: agonists of CRF-BP/CRF-R2 complex, primary screen, cell-based, HEK293, calcium dye fluorescence, uHTS. actives 0.46% (n = 350,000). AID 588473, 2011. activation, % at 13.2 µM. calcium dye fluorescence (FLIPR); percent of saturating CRF peptide response. CRF-binding protein / CRF receptor 2 complex (human);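 active = activation of at least 50%, plus an integration ratio under a set limit after plate pattern correction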;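 note: plate controls were neutral control wells without compound for no effect and CRF at EC100 for full effect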
# p-CIP stab down: p/CIP-EGFP fusion destabilizers, primary screen, fluorescence, F442A cells. Q05BA5. 16 h. decrease of EGFP signal, % at 10 µM. actives 0.01% (n = 290,000);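 active = EGFP signal decrease of at least 30% at 10 µM or well 3 SD below plate mean, unless failing retest; inactive = the rest, including hits failing retest or dose response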; note: some compounds called inactive have numbers as strong as hits; many of its hits are not listed in these tables
# Target sequence (Q05BA5 1-1403): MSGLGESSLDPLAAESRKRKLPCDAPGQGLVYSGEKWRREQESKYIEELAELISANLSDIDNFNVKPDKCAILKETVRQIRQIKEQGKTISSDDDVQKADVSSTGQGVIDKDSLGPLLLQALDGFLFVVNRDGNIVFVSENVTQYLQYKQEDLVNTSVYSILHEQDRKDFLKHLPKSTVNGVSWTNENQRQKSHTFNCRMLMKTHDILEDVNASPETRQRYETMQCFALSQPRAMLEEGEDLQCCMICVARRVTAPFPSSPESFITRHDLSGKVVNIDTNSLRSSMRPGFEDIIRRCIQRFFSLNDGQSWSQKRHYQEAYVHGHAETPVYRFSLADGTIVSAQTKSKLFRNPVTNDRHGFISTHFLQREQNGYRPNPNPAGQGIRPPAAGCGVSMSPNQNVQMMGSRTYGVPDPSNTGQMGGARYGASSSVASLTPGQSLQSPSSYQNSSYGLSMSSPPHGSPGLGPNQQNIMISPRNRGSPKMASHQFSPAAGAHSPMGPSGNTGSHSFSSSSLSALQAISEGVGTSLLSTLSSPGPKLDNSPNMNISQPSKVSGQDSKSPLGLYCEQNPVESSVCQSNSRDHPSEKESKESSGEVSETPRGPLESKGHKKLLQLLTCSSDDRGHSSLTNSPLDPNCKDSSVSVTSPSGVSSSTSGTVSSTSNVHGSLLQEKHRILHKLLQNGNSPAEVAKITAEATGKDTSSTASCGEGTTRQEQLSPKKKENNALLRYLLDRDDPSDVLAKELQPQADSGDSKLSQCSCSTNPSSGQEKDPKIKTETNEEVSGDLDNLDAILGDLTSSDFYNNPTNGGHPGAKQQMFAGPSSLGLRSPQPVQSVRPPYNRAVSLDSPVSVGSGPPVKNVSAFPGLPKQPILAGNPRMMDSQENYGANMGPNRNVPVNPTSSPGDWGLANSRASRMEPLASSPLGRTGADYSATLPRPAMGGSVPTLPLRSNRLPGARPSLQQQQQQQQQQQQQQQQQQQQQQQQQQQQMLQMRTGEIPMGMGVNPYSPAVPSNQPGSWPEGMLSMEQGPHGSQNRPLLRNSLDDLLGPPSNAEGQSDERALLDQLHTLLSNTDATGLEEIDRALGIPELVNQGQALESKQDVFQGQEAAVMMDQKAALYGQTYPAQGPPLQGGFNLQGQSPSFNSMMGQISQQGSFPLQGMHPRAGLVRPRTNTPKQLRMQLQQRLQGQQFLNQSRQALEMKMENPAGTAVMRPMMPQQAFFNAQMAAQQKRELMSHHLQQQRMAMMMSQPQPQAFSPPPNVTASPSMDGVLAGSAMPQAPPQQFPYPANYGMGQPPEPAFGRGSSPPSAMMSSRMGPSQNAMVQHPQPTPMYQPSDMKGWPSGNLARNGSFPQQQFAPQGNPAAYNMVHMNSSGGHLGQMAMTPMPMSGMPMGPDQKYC
# CHRM4 PAM: human M4 muscarinic receptor positive allosteric modulators, primary screen, CHO-K1 cells, Fluo-8 calcium fluorescence. Muscarinic acetylcholine receptor M4 (Homo sapiens), P08173. CHO-K1 hM4/Gqi5, ACh EC20; 0% = ACh EC20, 100% = maximal ACh. activation, % at 3 µM. actives 0.4% (n = 360,000);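 active = activation above its plate's cutoff, the mean activation of sample wells plus 3 SD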; note: some results filed as inactive read as strong as hits
# CRFBP-R2 block: antagonists of CRF-BP/CRF-R2 complex, primary screen, cell-based, HEK293, calcium dye fluorescence, uHTS | CRF-induced calcium fluorescence | inhibition, % at 11.8 µM | actives 0.59% (n = 350,000);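 active = inhibition of the ligand-induced calcium signal above about 50% at the single tested concentration, limit read from the data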
# PHOSPHO1 block: PubChem AID 1565 | inhibition, % at 13.3 µM | recombinant PHOSPHO1, absorbance phosphatase assay | Phosphoethanolamine/phosphocholine phosphatase (Homo sapiens), Q8TCT1 | actives 1.1% (n = 290,000); in the data active = inhibition above about 60%
# * hit, by the source's call; . = no result given.
SMILES,MEKK3 PB1 HTS,GalR3 antag,IDE cell inh,IDE cell activ,CRFR2-BP ag,p-CIP stab down,CHRM4 PAM,CRFBP-R2 block,PHOSPHO1 block
Cc1ccc(C(=O)NCC(=O)NC2CCCC2)cc1,102,7,0,-3,3.0,-9,-4,10,51
O=[N+]([O-])c1ccc(S(=O)(=O)NCCN2CCOCC2)cc1,96,-4,3,7,-2.0,-14,-3,-6,12
COc1ccc(C)cc1NC(=O)CSCc1ccccc1C,108,-7,7,4,-0.7,1,-3,12,8
CCc1ccc2c(c1)[C@]1(C(=O)N2)[C@@H]2C(=O)N(Cc3ccccc3)C(=O)[C@@H]2[C@@H]2CCCN21,99,-1,3,1,1.6,-4,-2,-6,19
O=C(Nc1cccc(S(=O)(=O)N2CCOCC2)c1)C1CCCC1,.,-7,0,5,-1.1,.,7,13,.
CC(=O)Nc1ccc(N2C(=O)CC(Sc3nc4ccccc4s3)C2=O)cc1 (stereo unspecified),67,-4,0,-2,-0.2,27,-4,-2,-72
Cc1ccc(C)c(N2CCN(C(=O)Cc3cn(C)c4ccccc34)CC2)c1,111,-3,4,5,-1.0,-6,1,3,11
Cc1cc(Cl)c(S(=O)(=O)N2CCN(c3ccccc3)CC2)cc1OCC(N)=O,109,-3,-6,2,0.0,-6,1,-2,-17
Cn1cc(CCC(=O)N2CCCC(Nc3ccc(F)cc3)C2)cn1 (stereo unspecified),103,0,0,4,0.2,-2,1,-8,17
C=Cc1cccc(NC(=O)COc2ccccc2)c1,90,-5,2,-1,-2.9,5,18,19,0
O=C(COC(=O)c1ccc2ncsc2c1)NCc1ccccc1Cl,.,-4,2,2,0.4,.,3,-6,.
CC(CCc1ccco1)NC(=O)CSc1cc(=O)n(C)c2ccccc12 (stereo unspecified),106,-4,2,-5,-0.6,1,-1,7,8
COc1cccc(N=C2CC(C)(C)CC(=O)/C2=C(/O)c2ccccc2)c1,97,1,4,-2,25,-6,11,-35,16
CC(C)C(C(=O)NC(C)(C)C)N1C(=O)c2ccccc2C1=O (stereo unspecified),107,-4,11,5,-1.6,9,-9,12,36
CCSC(=N)N,.,-3,-3,5,1.1,.,-4,-36,.
C=CCNC(=S)NNC(=O)c1ccc(OCCC)cc1,103,1,-1,-4,0.4,3,-3,18,5
O=C(c1cnn2c(C(F)(F)F)cc(-c3cccs3)nc12)N1CCOCC1,101,-5,5,-3,-2.5,4,-1,15,32
CC1(c2ccccc2)NC(=O)N(CC(=O)NCCC2=CCCCC2)C1=O (stereo unspecified),99,-5,7,0,1.1,0,-3,-4,-11
CCCCOc1cccc(C(=O)Nc2ccc(S(=O)(=O)Nc3nnc(CC)s3)cc2)c1,103,-10,-3,4,-2.1,-6,-1,26,36
COc1cccc(CNC(=O)CSCc2cnn(-c3ccccc3)c2-n2cccc2)c1OC,98,-5,-1,1,-1.7,-3,-3,15,-4
Cc1ccccc1-c1cc(C(=O)NCc2ccco2)nn1CC1CC(c2cccc([N+](=O)[O-])c2)=NO1 (stereo unspecified),.,-5,2,-1,-0.1,.,-7,12,.
Cc1ccccc1CN1C[C@@H]2C[C@@H](c3cn[nH]c3-c3ccc(F)cc3)N3CCC[C@@]23C1=O,99,-9,7,-4,31,5,-3,-121,23
CC(OC(=O)CCc1nc2ccccc2c(=O)[nH]1)C(=O)NCc1ccc2c(c1)OCO2 (stereo unspecified),81,-2,-5,-1,-2.0,-6,7,2,-5
O=C(NCCN1CCOCC1)c1cccc(S(=O)(=O)N2CCCC2)c1,102,-2,.,5,-0.8,-2,0,-15,42
S=C(NCCN1CCCCC1)Nc1ccccc1,99,-6,-1,5,-1.1,2,-3,7,12
O=C(NC(Cc1c[nH]c2ccccc12)c1nnc2n1CCCCC2)c1ccccc1 (stereo unspecified),100,-7,-1,1,-0.1,-1,5,-15,-40
O=C(c1cc2c(ccc3ccccc32)o1)N1CCCCC1,96,-6,-2,-2,-1.4,4,3,-5,38
Cc1cc2nc(-c3ccc(SCC(=O)Nc4ccc(S(=O)(=O)N5CCCC5)cc4)nc3)[nH]c2cc1C,132*,-5,17*,-4,5.5,-8,-7,30,0
COc1ccc(-n2nnnc2SC(C)C(=O)NC2CCCC2)cc1 (stereo unspecified),.,-4,3,3,-0.8,.,-5,1,.
CC(C)c1c(O)nc(SCCOc2ccc(Cl)cc2)[nH]c1=O,102,3,-6,4,-2.8,-5,3,2,38
CCCOc1ccc(C(=O)Nc2ccccc2[N+](=O)[O-])cc1,104,-3,4,4,-1.5,.,1,-24,.
Cc1cc(-c2ccc(S(=O)(=O)N3CCN(c4ccccc4F)CC3)s2)on1,98,-2,0,-3,2.7,-4,-12,14,15
Cc1cccc(N2CCN(S(=O)(=O)c3ccc4c(c3)CCCN4C(=O)C3CCC3)CC2)c1C,103,-7,-6,-1,-0.7,-9,-6,10,20
CCOC(=O)C1=NN(c2ccc(Cl)cc2)C(=O)C1,106,-5,-4,7,-1.8,-6,2,2,25
CS/C(=C\[N+](=O)[O-])Nc1ccccc1,104,-3,2,0,-0.7,6,10,1,-26
COCCCNC(=O)CCCC(=O)NCCCOC,101,-2,-1,7,0.0,-10,2,-9,29
CC(=O)NC(CC(=O)N(C)C1CCCCC1)c1ccccc1 (stereo unspecified),97,-8,2,5,2.3,-6,1,-11,28
O=C1C=C(c2ccc(C(=O)O)cc2)C[C@@H](c2ccc3c(c2)OCO3)C1,.,-1,-3,3,-1.2,.,13,2,.
COc1ccc(CCNC(=O)/C(=C/c2cccnc2)NC(=O)c2ccccc2)cc1OC,94,4,4,3,-0.3,3,4,21,-31
C=CCn1c(-c2ccoc2C)n[nH]c1=S,101,-7,0,0,0.3,-6,-4,-25,81*
CCc1ccc(NC(=O)CSc2nnc(Cc3cccn3C)n2-c2ccc(F)cc2)cc1,102,-3,2,-1,0.4,-2,-2,-10,6
CCCCNc1c([N+](=O)[O-])cc(C(=O)O)cc1[N+](=O)[O-],138*,-12,-1,8,2.0,12,5,-17,-2
Cc1ccc(N2C(=O)CC(Cc3ccc(Cl)cc3)C2=O)cc1 (stereo unspecified),111,-9,-7,1,-1.3,-90,-9,-1,.
CCc1ccc(/C=C(/C#N)C(N)=S)s1,102,3,2,8,4.2,4,-5,-18,11
CCN(C(=O)c1cc2c(s1)-c1ccccc1OC2)c1cc(OC)ccc1OC,99,-4,-2,-1,2.3,-8,-7,40,28
Cc1sc(NC(=O)c2ccco2)c(C(c2ccncc2)N2CCOCC2)c1C (stereo unspecified),105,2,3,-1,-1.6,2,-4,-14,10
O=C(NCc1ccc(F)cc1)C1CCCN1C(=O)Nc1ccccc1 (stereo unspecified),102,-11,3,2,-0.5,-12,-2,5,36
N/C(=N\N=C\c1cccs1)SC1CC(=O)N(c2cccc([N+](=O)[O-])c2)C1=O (stereo unspecified),101,-1,5,4,-1.8,9,-7,16,-14
CN(Cc1ccc(Cl)cc1)C(=O)c1ccc(S(=O)(=O)NCc2ccco2)cc1,.,-4,-1,0,1.9,.,12,-10,.
CC(=O)Nc1c(S(=O)(=O)c2ccccc2)c2nc3ccccc3nc2n1Cc1ccccc1,103,1,1,3,-0.3,2,6,-11,-7

# A draw from above in order of heavy-atom count, low to high:
SMILES,MEKK3 PB1 HTS,GalR3 antag,IDE cell inh,IDE cell activ,CRFR2-BP ag,p-CIP stab down,CHRM4 PAM,CRFBP-R2 block,PHOSPHO1 block
CCSC(=N)N,.,-3,-3,5,1.1,.,-4,-36,.
CCc1ccc(/C=C(/C#N)C(N)=S)s1,102,3,2,8,4.2,4,-5,-18,11
CC(CCc1ccco1)NC(=O)CSc1cc(=O)n(C)c2ccccc12 (stereo unspecified),106,-4,2,-5,-0.6,1,-1,7,8
Cc1ccc(C)c(N2CCN(C(=O)Cc3cn(C)c4ccccc34)CC2)c1,111,-3,4,5,-1.0,-6,1,3,11

# Continuation.
SMILES,MEKK3 PB1 HTS,GalR3 antag,IDE cell inh,IDE cell activ,CRFR2-BP ag,p-CIP stab down,CHRM4 PAM,CRFBP-R2 block,PHOSPHO1 block
COc1ccc(Cl)cc1S(=O)(=O)N1CCCC(C(=O)NCC(N)=O)C1 (stereo unspecified),109,3,2,3,0.4,.,3,8,.
O=C(O)CCc1nn2c3ccccc3nc2n(CCN2CCCCC2)c1=O,108,2,2,5,2.1,-6,-7,-8,-27
CC1=NN(c2ccccc2)C(=O)/C1=C/c1ccc(-c2ccc(C)c(C(=O)O)c2)o1,.,5,-1,.,0.8,.,.,-5,.
Cc1cccc(NC(=S)N2CCN(Cc3ccccc3)CC2)c1C,96,-1,-4,0,-0.1,-3,0,32,-12
CCOC(=O)NC(Nc1ccc(C)cn1)(C(F)(F)F)C(F)(F)F,110,5,1,1,2.0,-9,2,2,6
O=C1C2CCCN2C(c2ccco2)N1c1ccc(F)cc1 (stereo unspecified),98,6,1,3,1.1,1,-6,5,-10
COc1ccccc1C(=O)NNC(=O)CCCN1C(=O)/C(=C/c2cccs2)SC1=S,98,-3,-8,2,30,-6,-2,-36,-12
COc1ccc(Cc2nnc(SCC(=O)N3CCCCC3)o2)cc1,101,-1,4,3,6.0,14,-2,-6,20
CC1COc2ccccc2N1C(=O)c1ccc(F)cc1 (stereo unspecified),101,-10,1,5,-1.5,-5,7,22,.
CC1Cc2ccccc2N1C(=O)COC(=O)C1(c2ccccc2F)CCCC1 (stereo unspecified),101,-4,-6,4,0.0,3,-9,3,-14
Cn1c(=O)n(C)c2cc(NC(=O)c3ccc(F)cc3)c(Br)cc21,103,-10,-2,-1,-0.6,-2,3,4,.
Cc1cnc(NC(=O)C2CCC(C(C)(C)C)CC2)s1 (stereo unspecified),97,-9,8,0,1.1,-19,1,-35,31
c1ccc(CCn2c(SCc3ccccc3)nnc2-c2ccncc2)cc1,109,3,-2,4,-1.8,-18,4,1,3
C/C(=N\NC(=O)c1ccn(C)n1)c1cccc(NC(=O)c2ccncc2)c1,99,-10,5,2,-4.0,-1,-1,32,4
N#C/C(=C\c1ccco1)C(=O)Nc1ccc(S(N)(=O)=O)cc1,105,-6,-1,3,1.8,7,4,-3,17
C=CCC[C@H](Cc1ccc(F)cc1)C(=O)OC[C@H](Cc1c[nH]c2ccccc12)NC(=O)[C@@H](CC=C)CC(=O)NCCO,.,-3,4,3,60*,.,-7,-22,.
CCOC(=O)CSc1nc(C)cc(C)n1,100,4,-1,4,-0.6,-16,0,-7,18
CC1CCc2c(nc3ncnn3c2N2CC(C)OC(C)C2)C1 (stereo unspecified),103,-4,0,-5,-0.6,3,9,-4,32
O=C(/C=C/Nc1ccc(S(=O)(=O)Nc2ncccn2)cc1)c1ccc2ccccc2c1,106,1,3,-1,-2.2,4,13,-6,-6
